HEK293 NOD2/NF-kB: inhibition of NOD2-driven NF-kB reporter – cell-based, luminescence, uHTS, HEK293 (AID 1566). hit rate 0.63% among 290,000. one-dose inhibition, % at 4 µM; EC50 in µM for titrated hits. HEK293 NOD2/NF-kB luciferase reporter, luminescence; higher % means a stronger effect; further: many of its hits are not listed in these tables
KOR beta-arrestin-1: kappa opioid receptor blockers – cell-based, luminescence, uHTS (AID 1778); KOR beta-arrestin recruitment, luminescence, antagonist mode; higher % means a stronger effect; inhibition, % at 10 µM; hits with a dose series show IC50 in µM; hit rate 0.091% among 290,000; further: strong numbers were not always called active
AID2073: inhibitors of Mint1-CaV2.2 protein interaction, biochemical, HTRF (AID 2073). hit rate 0.19% among 290,000. one-dose inhibition, % at 20 µM; IC50 in µM for titrated hits. HTRF protein-protein interaction, Mint1-CaV2.2; higher % means a stronger effect; in the data active means inhibition mostly above about 51%, no sharp cut-off; further: some results filed as inactive read as strong as hits
M17LAP inhibition: P. falciparum M17LAP inhibitors, primary screen, biochemical, fluorogenic H-Leu-NHMec substrate, 1536-well (AID 1619). recombinant M17LAP, H-Leu-NHMec fluorogenic kinetic assay; higher % means a stronger effect. one-dose inhibition, % at 30 µM; IC50 in µM for titrated hits. hit rate 0.38% among 220,000;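 active means compound inhibiting the enzyme by more than half at any dose during confirmatory dose-response retesting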;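 further: plate controls were full reaction with DMSO carrier for no effect and no enzyme background for full effect; strong numbers were not always called active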
Dynein transport: blocks dynein driven cargo transport along microtubules. hit rate 0.47% among 220,000. 3617.4 mouse cells, GR-EGFP nuclear translocation imaging; test concentration mostly 20 µM; stimulated with dexamethasone, 1 µM; stronger effect = lower value. z-score, hits read low;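 active means plate z-score of nuclear minus cytoplasmic receptor signal below a set negative limit, without overly bright fluorescence or cell loss, cut at about -3.5 in these data, passing the limit was not always enough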;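 further: z-score of nuclear minus cytoplasmic ring GR-EGFP intensity difference per well; some compounds called inactive have numbers as strong as hits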
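Buffer or medium: tet-free medium with charcoal-stripped serum / Also added: dexamethasone agonist, 1.0 µM final, for 30 min / Timing: induction 48 h, compound 1 h, agonist 30 min / Measured by: high-content fluorescence imaging after fixation / Read-out: nuclear-to-cytoplasmic GR-EGFP distribution per well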
GPR55 beta-arrestin: GPR55 agonists via beta-arrestin recruitment, primary screen, imaging, U2OS cells, beta-arrestin-GFP redistribution (AID 1961) | U2OS GPR55 beta-arrestin-GFP redistribution imaging; higher % means a stronger effect | hit rate 0.048% among 290,000 | one-dose activation, % at 10 µM; EC50 in µM for titrated hits;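 active means activation above 40% with more than 50 cells counted in the well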;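 further: U2OS osteosarcoma cells stably expressing GPR55 and beta-arrestin-GFP; plate controls were DMSO negative control for no effect and LPI positive control for full effect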
NOD1 inhibition: NOD1 signaling inhibitors, primary screen, cell-based, luminescence, uHTS (AID 1578); hit rate 1% among 290,000; NOD1-driven NF-kB luciferase reporter cells, luminescence; higher % means a stronger effect; inhibition, % at 4 µM; hits with a dose series show EC50 in µM; in the data active means inhibition mostly above about 36%, no sharp cut-off; inactive means mostly below about 34%;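 further: HEK-293T reporter cells stimulated with the NOD1 agonist gamma-tri-DAP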
M1AAP inhibition: P. falciparum M1AAP inhibitors, biochemical, fluorogenic H-Leu-NHMec substrate, 1536-well (AID 1445). hit rate 0.42% among 220,000. recombinant M1AAP, H-Leu-NHMec fluorogenic kinetic assay; higher % means a stronger effect. inhibition, % at 30 µM, or IC50 in µM where a hit was titrated;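 active means primary inhibition above the hit cutoff, then over 50% inhibition at one or more dose response concentrations, cut at about 23% in these data, passing the limit was not always enough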;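 further: plate controls were DMSO full reaction for no effect and no enzyme background for full effect; strong numbers were not always called active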
KOR beta-arrestin-2: kappa opioid receptor activators – cell-based, luminescence, uHTS, primary screen (AID 1777) | KOR beta-arrestin recruitment, luminescence; higher % means a stronger effect | activation, % at 10 µM; hits with a dose series show EC50 in µM | hit rate 0.02% among 280,000; in the data active means activation above about 50%, passing the limit was not always enough; further: a part of the inactive calls stands beside numbers as strong as those of hits
Dynein transport cytoplasmic EGFP: recorded beside Dynein transport, whose call it bears; z-score; measured here: cytoplasmic GR-EGFP intensity; stronger effect = higher value
Dynein transport nuclear GR-EGFP: also measured in Dynein transport; calls as there; z-score; measured here: nuclear GR-EGFP intensity;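 lower value marks the stronger effect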
Dynein transport cell count: second read-out of Dynein transport, no call of its own (marks repeat the call); z-score; measured here: cell count per field
Starred values were filed as active, the others as inactive; / = not tested or not shown; [ ] = remark or other dose. Unless noted, no stated cut-off is given here; in the data, active means inhibition above about 50%; inactive means the rest. Some of the compounds tested; the hit share may differ from the screen's.

SMILES	HEK293 NOD2/NF-kB	KOR beta-arrestin-1	AID2073	M17LAP inhibition	Dynein transport	Dynein transport cytoplasmic EGFP	Dynein transport nuclear GR-EGFP	Dynein transport cell count	GPR55 beta-arrestin	NOD1 inhibition	M1AAP inhibition	KOR beta-arrestin-2
COc1ccc(CCn2c(=O)[nH]c3cc(C(=O)N4CCN(c5ccccc5)CC4)ccc3c2=O)cc1OC	25%	-52%	25%	2%	-0.2	-0.24	-0.046	0.47	-0.7%	33%	15%	9.6%
O=c1c2c(ncn1CCO)nc1n2CCC1	-11%	-6%	4%	10%	-0.028	-0.28	0.0057	-0.36	-0.4%	-45%	10%	-3.2%
COc1ccc(CCNC(=O)CCN2C(=O)[C@@H]3Cc4ccccc4CN3C2=O)cc1	2%	-26%	-4%	/	/	/	/	/	-0.1%	-19%	/	-2.7%
COc1cc(CNc2ccc(O)cc2)cc(Br)c1OCc1ccccc1	14%	-21%	8%	-1%	-1.4	-0.25	-0.61	0.73	0.2%	13%	9%	-4.5%
O=C(COc1ccccc1[N+](=O)[O-])N/N=C/c1ccc[nH]1	-2%	3%	-18%	-2%	0.35	-0.26	0.76	-0.54	-0.1%	-6%	5%	-2.1%
O=C(c1cccc(S(=O)(=O)NCc2ccccc2)c1)N1CCCC1	6%	17%	1%	5%	1.1	0.22	0.87	-0.38	0.0%	-13%	5%	-4.9%
COc1cc(/C=C/C(=O)O)cc(S(=O)(=O)Nc2ccccc2Cl)c1OC	18%	-8%	-2%	0%	-0.4	-0.25	-0.31	0.23	0.2%	-17%	6%	5.3%
CC(=O)NC(Cc1cccc(F)c1)C(=O)NC1CCN(C(=O)c2ccc(C)cc2)CC1 (stereo not drawn)	30%	19%[20 µM]	22%	-9%	-0.11	-0.21	0.15	0.18	0.5%	-9%	2%	/
O=C(NCCc1ccccn1)c1cc(-c2cccc3ccccc23)nc2ccccc12	16%	36%	24%	-3%	0.03	-0.26	-0.2	0.5	-0.1%	-8%	6%	-5.8%
COc1ccc2oc(C(=O)OCC(=O)c3ccc4c(c3)OCCO4)c(C)c2c1	17%	2%	16%	5%	-0.6	-0.3	-0.17	0.4	-0.1%	14%	4%	5.4%
CC(O)[C@H]1CNC(=O)C(=O)N1CCc1cc(C(F)(F)F)cc(C(F)(F)F)c1 (stereo partly drawn)	24%	-6%	4%	4%	0.5	-0.78	0.25	-0.21	-0.1%	6%	1%	-1.7%
C=CCn1c(SCc2cccc(OC)c2)nnc1-c1ccncc1	5%	2%	-3%	/	/	/	/	/	-0.2%	-29%	/	-1.4%
CC(C)(C)c1ccc(C(=O)Nc2ccc(C=C(C#N)C#N)cc2)cc1	-45%	-22%	20%	9%	-0.87	-0.29	-0.78	1.8	0.0%	-40%	5%	0.8%
CC(NC(=O)Cc1cccc(C(F)(F)F)c1)c1ccc(F)cc1 (stereo not drawn)	-6%	6%	3%	2%	-0.9	-0.35	0.026	1.4	0.4%	-26%	9%	-3.0%
COc1cc2c(cc1NC(=O)c1ccncc1)oc1ccccc12	2%	-5%	5%	-9%	-0.35	-0.03	-0.15	0.95	0.5%	-52%	0%	2.7%
O=C(Oc1ccc2c(c1)OCC2=O)c1ccc(Cl)cc1	11%	17%	20%	-2%	1.8	-0.042	1.1	-1.4	0.0%	3%	8%	-1.9%
c1coc(-c2nc3c4c5c(sc4ncn3n2)CCCC5)c1	-3%	-15%	-3%	13%	-0.41	-0.085	0.083	0.75	-0.2%	/	9%	13%
CCOC(=O)C1=NN(c2ccc([N+](=O)[O-])cc2)CC1C(=O)OC (stereo not drawn)	-4%	-8%	15%	15%	-0.2	-0.25	0.3	0.38	-0.5%	-11%	7%	0.5%
O[C@@H]1COC(Nc2ccc(N=Nc3ccccc3)cc2)C[C@@H]1O (stereo partly drawn)	-68%	39%	0%	13%	0.096	-0.2	0.57	-0.89	0.6%	-8%	13%	-2.6%
CCn1ccc(C(=O)NC2=NCCS2)n1	-5%	-23%	0%	6%	-1.1	-0.29	-0.52	0.66	0.1%	-33%	14%	-1.4%
CC(=O)c1cccc(OCC(=O)N2CCCc3ccccc32)c1	-10%	1%	5%	/	/	/	/	/	0.2%	20%	/	-0.7%
Brc1[nH]nc2ccccc12	15%	-40%	23%	11%	-0.55	-0.35	-0.091	0.18	-0.1%	16%	2%	0.0%
CN1CCN(c2ccc(-c3ccc4ccccc4n3)cc2)CC1	80%*	-35%	26%	-46%	1.1	-0.16	1.3	-1.1	-0.2%	90%*	1%	0.3%
COc1ccc(/C=N/NC2=NCCCCC2)c(OC)c1	-7%	-21%	11%	4%	2	0.11	1.7	-2.1	0.2%	-57%	-1%	0.7%
CCOC(=O)Cn1c2ccc(C)cc2c2nc(C)sc21	10%	6%	-17%	4%	0.85	-0.15	0.71	-0.54	-0.6%	-24%	8%	4.6%

Some of these compounds in order of the GPR55 beta-arrestin value, smallest number first:
SMILES	HEK293 NOD2/NF-kB	KOR beta-arrestin-1	AID2073	M17LAP inhibition	Dynein transport	Dynein transport cytoplasmic EGFP	Dynein transport nuclear GR-EGFP	Dynein transport cell count	GPR55 beta-arrestin	NOD1 inhibition	M1AAP inhibition	KOR beta-arrestin-2
CCn1ccc(C(=O)NC2=NCCS2)n1	-5%	-23%	0%	6%	-1.1	-0.29	-0.52	0.66	0.1%	-33%	14%	-1.4%
COc1cc(CNc2ccc(O)cc2)cc(Br)c1OCc1ccccc1	14%	-21%	8%	-1%	-1.4	-0.25	-0.61	0.73	0.2%	13%	9%	-4.5%
COc1cc2c(cc1NC(=O)c1ccncc1)oc1ccccc12	2%	-5%	5%	-9%	-0.35	-0.03	-0.15	0.95	0.5%	-52%	0%	2.7%

(cont.)
SMILES	HEK293 NOD2/NF-kB	KOR beta-arrestin-1	AID2073	M17LAP inhibition	Dynein transport	Dynein transport cytoplasmic EGFP	Dynein transport nuclear GR-EGFP	Dynein transport cell count	GPR55 beta-arrestin	NOD1 inhibition	M1AAP inhibition	KOR beta-arrestin-2
CCCc1cc(=O)oc2cc(C)cc(OCC(=O)NCc3cccnc3)c12	23%	-33%	19%	/	/	/	/	/	0.3%	3%	/	5.9%
CCOC(=O)N1CCN(C(=O)Cn2nc(C)n3nc(-c4ccc(OC)cc4)cc3c2=O)CC1	9%	6%	14%	/	/	/	/	/	-0.4%	-20%	/	1.2%
CC1=Nc2ccccc2N=C(NC(=O)c2ccccc2)C1c1ccccc1 (stereo not drawn)	-19%	2%[20 µM]	6%	-5%	-0.37	0.013	0.2	0.68	0.2%	-18%	7%	-1.6%
CCn1ncc(Br)c1C(=O)Nc1ccccc1C(F)(F)F	-10%	8%	14%	/	/	/	/	/	-0.3%	-10%	/	-8.0%
COc1ccc(C(=O)C(C)[n+]2ccc(C)c3ccccc32)cc1[N+](=O)[O-] (stereo not drawn)	7%	-47%[20 µM]	4%	/	/	/	/	/	0.4%	13%	/	4.0%
CCCc1cc(=O)[nH]c(SCC(=O)N(C)Cc2ccccc2)n1	5%	14%	-2%	46%	-0.87	-0.22	-0.21	-0.14	-0.1%	-6%	-4%	1.2%
COc1ccccc1CNS(=O)(=O)c1c(C(=O)N2CCCCC2)c(C)n(C)c1C	15%	-38%	-5%	/	/	/	/	/	-0.3%	-16%	/	-3.1%
COc1ccc(N2C(=O)/C(=C/c3cccs3)NC2=S)cc1	-21%	22%	-24%	-5%	-0.26	-0.23	-0.2	0.4	0.3%	-38%	4%	2.9%
O=C(Nc1ccc(S(=O)(=O)Nc2ncccn2)cc1)c1ccc(N2CCCC2=O)cc1	7%	-18%	7%	2%	-0.44	-0.17	0.39	-1	0.2%	-8%	5%	2.4%
COc1cccc(-c2nc(CS(=O)(=O)CC(=O)NCCCOC(C)C)c(C)o2)c1	0%	-17%	3%	9%	-0.38	-0.12	0.023	0.085	0.0%	2%	-3%	1.2%
CCCn1c(=S)[nH]c2cc(Cl)ccc21	23%	-10%	-25%	3%	-0.78	-0.28	0.17	0.94	-0.1%	0%	7%	-2.5%
Cn1ncc2c(O/N=C(\N)c3ccc(C(C)(C)C)cc3)ncnc21	13%	-56%	7%	7%	1.7	-0.15	1.4	-0.76	0.3%	98%*	8%	0.6%
CCc1cc(=O)oc2cc(OC(C)C(=O)NCc3ccccn3)ccc12 (stereo not drawn)	4%	-38%	3%	/	/	/	/	/	-0.1%	-8%	/	-3.6%
CC1CCN(CCC(=O)N/N=C/c2ccc([N+](=O)[O-])cc2)CC1	16%	6%	14%	4%	0.24	-0.25	0.22	-0.21	-0.4%	2%	4%	-0.9%
O=c1c2c(nc3nc(SCc4ccccc4)[nH]n13)CCC2	1%	6%	-7%	47%	0.52	-0.26	0.31	-0.82	-0.2%	-16%	8%	5.2%
OCCCc1nc2n(n1)C(c1ccccc1)C=C(c1ccc(F)cc1)N2 (stereo not drawn)	15%	-5%	20%	-41%	-0.19	-0.24	-0.39	-0.02	1.0%	-1%	5%	-4.3%
CCOc1ccc(CCNC(=O)C2CCCN(c3nn4c(=O)cc(C)nc4s3)C2)cc1 (stereo not drawn)	5%	-3%	-7%	1%	-0.0058	-0.23	0.43	0.88	0.6%	/	1%	-0.8%
COC(=O)c1ccccc1NC(=O)/C=C/c1cc(OC)c(OC)c(OC)c1	19%	-18%	4%	-7%	-0.42	-0.31	-0.13	0.59	-0.1%	3%	1%	4.1%
CC1CCN(CC(C)OC(=O)c2ccco2)CC1 (stereo not drawn)	19%	1%	-6%	/	/	/	/	/	-0.2%	-18%	/	-3.3%
COc1ccccc1CNS(=O)(=O)c1cc2c3c(c1)C(C)C(=O)N3CCC2 (stereo not drawn)	9%	-44%	19%	/	/	/	/	/	-0.1%	-12%	/	-6.3%
COc1ccc(N2C(=O)C3C(C2=O)C3(c2ccccc2)c2ccccc2)cc1 (stereo not drawn)	6%	8%	1%	-1%	0.78	-0.17	0.27	-0.79	-0.1%	-5%	-3%	-0.8%
COc1ccc(-n2cccc2/C=C2\C(=N)N3N=C(C(C)C)SC3=NC2=O)cc1	-4%	-15%	27%	15%	-0.39	-0.22	-0.2	0.59	-0.5%	-13%	12%	1.2%
CC(C)n1c(SCC(=O)Nc2nncs2)nnc1-c1ccco1	9%	-5%	9%	/	/	/	/	/	-0.1%	-4%	/	13%
CCCC1O[C@@H]2C[C@H]3[C@@H]4CCC5=CC(=O)C=C[C@]5(C)[C@H]4[C@@H](O)C[C@]3(C)[C@]2(C(=O)CO)O1 (stereo partly drawn)	22%	-45%	-4%	19%	-1	-0.27	0.037	0.58	-0.1%	19%	-1%	-2.0%

Assay outcomes (PubChem)
